Screening data from PubChem.
NPY2 pot ag = NPY-Y2 potentiators or agonists, primary screen, cell-based | cells expressing NPY-Y2, potentiator/agonist read-out | activation, % at 3.6 µM | actives 0.45% (n = 220,000) | AID 1359, 2008; in the data active means activation above about 27%;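 further: cells stimulated with NPY near EC25 plus isoproterenol at EC100; 0% = vehicle plus submaximal agonist and 100% = vehicle plus saturating agonist; some results beyond the cut were filed as inactive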
eIF4E 4G PPI = eIF4E–eIF4G protein interaction inhibitors, primary screen, biochemical, uHTS, TR-FRET, eIF4GI fragment. TR-FRET eIF4E-eIF4GI(517-606) binding, 2 h. inhibition, % at 21.7 µM. actives 0.37% (n = 220,000). AID 782, 2007;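 active means inhibition above about 30%, limit read from the data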;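 further: 0% = full FRET control wells and 100% = background wells lacking eIF4GI fragment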
Wee1 stabilizer = Wee1 degradation inhibitors, primary screen, cell-based, HeLa, Wee1K328M-luciferase, luminescence; HeLa Luc-Wee1K328M stability; 100% = proteasome inhibitor MG132 effect; reporter increase, % at 5 µM; actives 1.2% (n = 220,000);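 active means activation above the mean of all tested compounds plus 3 SD, set per screening run, cut at about 8.8% in these data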;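 further: cells exposed to compound for 20 h before luminescence read; 0% = DMSO alone and 100% = MG132 at 30 µM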
Ba/F3 V617F tox = reduced viability of JAK2V617F-dependent Ba/F3 cells, primary screen, JAK2V617F inhibitor project, cell-based, Ba/F3 EpoR-JAK2V617F, luminescence | actives 1.1% (n = 220,000) | AID 1446, 2008 | inhibition, % at 5.6 µM | ATP luminescence;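 active means inhibition above the campaign mean plus 3 SD over all tested compounds, cut at about 24% in these data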;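 further: cytokine-independent growth of Ba/F3 cells driven by EpoR plus mutant JAK2; 0% = DMSO-treated cells and 100% = JAK inhibitor I control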
S1P4 antag = S1P4 receptor antagonists, primary screen, cell-based; inhibition, % at 4.98 µM; actives 0.26% (n = 220,000); S1P4-expressing cells, antagonist mode, reporter read-out; AID 1510, 2009; in the data active means inhibition above about 29%;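 further: 0% = wells stimulated with agonist and 100% = vehicle wells without agonist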
Target sequence (O95977 whole entry, looked up): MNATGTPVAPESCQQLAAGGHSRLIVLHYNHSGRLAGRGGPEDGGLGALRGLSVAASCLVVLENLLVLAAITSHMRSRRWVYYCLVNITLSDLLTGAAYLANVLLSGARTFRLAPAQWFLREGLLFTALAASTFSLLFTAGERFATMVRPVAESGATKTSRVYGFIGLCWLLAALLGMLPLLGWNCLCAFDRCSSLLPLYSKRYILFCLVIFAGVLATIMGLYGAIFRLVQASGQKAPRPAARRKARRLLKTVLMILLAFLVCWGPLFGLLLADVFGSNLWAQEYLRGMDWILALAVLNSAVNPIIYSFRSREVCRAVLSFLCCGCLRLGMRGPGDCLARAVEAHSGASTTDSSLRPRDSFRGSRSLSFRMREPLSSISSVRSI
S1P4 ag = S1P4 receptor agonists, primary screen, cell-based. Sphingosine 1-phosphate receptor 4 (Homo sapiens), O95977. S1P4-expressing cell line, agonist reporter assay. activation, % at 4.98 µM. actives 0.35% (n = 220,000); in the data active means activation above about 11%;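 further: 0% = DMSO vehicle and 100% = reference agonist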
BaF3 tox = parental Ba/F3 cell viability inhibition, counter-screen for JAK2V617F inhibitor project, murine pro-B, CellTiter-Glo luminescence. CellTiter-Glo ATP luminescence. inhibition, % at 5.6 µM. actives 1.1% (n = 220,000). AID 1486, 2009;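 active means inhibition above a per-campaign cutoff, the mean inhibition of all tested compounds plus 3 SD, cut at about 27% in these data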;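 further: 0% = DMSO wells and 100% = JAK Inhibitor I control wells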
PERK inhibitor = block of dimerizer-induced PERK translation repression, primary screen, PERK inhibitor project, CHO PERK-DD cells, SEAP luminescence, HTS. Eukaryotic translation initiation factor 2-alpha kinase 3 (Homo sapiens), Q9NZJ5. CHO PERK-DD fusion, SEAP luminescence translation reporter. inhibition, % at 5.6 µM. actives 0.17% (n = 220,000). AID 1416, 2008;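 active means inhibition above the mean inhibition of all tested compounds plus 3 SD, set separately per screening campaign, cut at about 2.9% in these data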;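 further: PERK kinase domain activated by AP20187 dimerizer at 100 nM; 0% = DMSO with dimerizer and 100% = rapamycin at 8.4 µM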
MDM2 E3 inh = MDM2-luciferase reporter signal enhancers, primary screen, MDM2 E3 ligase inhibitor project, cell-based, luminescence, 1536-well | actives 0.11% (n = 210,000) | signal enhancement, % at 5 µM | cell-based MDM2 ubiquitination luciferase reporter, 2 h; 0 = plate control, 100 = twice control, blank-subtracted;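 active means signal enhancement of 30% or more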;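 further: luminescence tracks abundance of the self-degrading MDM2-luciferase fusion protein; higher signal means inhibition of MDM2 E3 ligase activity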
Target sequence (Q00987 whole entry, looked up, the tested form may be a part): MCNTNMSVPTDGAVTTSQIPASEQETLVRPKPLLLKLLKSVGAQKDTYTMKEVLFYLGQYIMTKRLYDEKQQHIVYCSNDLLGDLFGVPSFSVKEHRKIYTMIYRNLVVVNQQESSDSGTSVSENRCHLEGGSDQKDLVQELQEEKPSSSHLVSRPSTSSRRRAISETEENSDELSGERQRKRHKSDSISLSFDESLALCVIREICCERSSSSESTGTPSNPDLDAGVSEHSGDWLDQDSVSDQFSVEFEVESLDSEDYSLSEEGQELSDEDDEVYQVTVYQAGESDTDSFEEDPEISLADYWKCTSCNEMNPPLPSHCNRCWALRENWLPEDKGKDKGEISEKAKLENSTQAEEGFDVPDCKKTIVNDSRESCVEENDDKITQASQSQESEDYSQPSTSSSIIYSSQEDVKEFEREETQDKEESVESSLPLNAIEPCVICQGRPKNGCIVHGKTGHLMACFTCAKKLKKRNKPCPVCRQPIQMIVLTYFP
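Test system: mammalian cells stably expressing self-ubiquitinating, self-degrading MDM2 E3–luciferase fusion; Amount: 2000 cells in each well; Medium: DMEM; Schedule: 4 h settle plus 2 h compound, 37 °C; Technique: SteadyLite luciferase luminescence after 15 min room-temperature reagent incubation; Benchmarks: plate control and blank wells.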
An asterisk follows results filed as active; x = no result given; [ ] = another dose, or the depositor's remark.

SMILES	NPY2 pot ag	eIF4E 4G PPI	Wee1 stabilizer	Ba/F3 V617F tox	S1P4 antag	S1P4 ag	BaF3 tox	PERK inhibitor	MDM2 E3 inh
COC(=O)c1ccc(C)c(N(CCO)CCO)c1	-6.0	4.0	-0.1	2.4	-3.2	-0.7	6.0	0.2	-8.4
Nc1nnc(-c2ccco2)s1	-5.5	-8.6	-1.7	5.0	-12.6	2.4	1.4	0.2	-1.2
C=CCNC(=O)c1ccccc1NC(=O)Nc1ccccc1	-3.9	3.1	-4.0	0.5	-3.4	0.1	3.4	0.1	-12.6
Cc1cccc2cc(C#N)c(NCCNS(=O)(=O)c3ccccc3)nc12	5.8	-2.1	-3.4	-3.2	-10.5	0.6	0.6	1.0	0.0
CCOc1cc(NC(=S)NC)c(OCC)cc1NC(=O)c1cccs1	-13.1	-4.3	-0.5	1.8	-9.8	-0.1	0.2	-0.4	x
COc1ccc(N(C(=O)c2ccco2)C(C(=O)NC2CCCCC2)c2cccs2)cc1OC (centres undefined)	-7.2	-1.8	0.6	-2.1	-9.8	1.4	-0.6	-1.4	7.4
COc1ccc2nc(-c3ccc(N)cc3)[nH]c2c1	-3.7	1.7[fluorescence artefact?]	-1.5	7.3	-37.4	1.3	11.2	-0.2	-28.0
Cc1cccc(C)c1OCc1n[nH]c(=S)n1N	7.5	-0.4	-3.0	-0.8	-5.3	0.0	7.2	2.0	1.5
Cc1ccc(NS(=O)(=O)c2ccc(CCC(=O)N3CCOCC3)cc2)cc1	2.2	-5.0	-2.6	-1.4	-9.6	1.7	3.1	0.7	-18.9
Cc1[nH]c2ccc(OCc3ccccc3)cc2c1CCN1C(=O)OC(C)(C)C1(C)O (centres undefined)	16.9	-1.0	1.6	1.3	-5.5	0.3	3.5	0.4	-7.5
Cc1cc(C)n2nc(SCc3cc(=O)oc4cc(O)ccc34)nc2n1	-18.8	8.8	0.2	2.5	-18.0	2.1	5.8	0.5	-3.4
Cc1csc(SCc2nc3sc4c(c3c(=O)[nH]2)CCC4)n1	2.7	1.4	-1.0	-4.7	-5.6	-0.8	2.7	0.1	-6.5
CC1CN(C(=O)Nc2ccccc2)c2ccccc2-[n+]2ccsc21 (centres undefined)	10.3	5.5	-2.5	2.1	-10.2	0.1	4.3	-0.3	5.8
O=C(Cc1ncc(C(F)(F)F)cc1Cl)NC1CC1	0.0	3.6	-2.8	1.4	-5.0	1.8	4.3	1.2	-6.4
O=C(CN1CCN(c2ccc(F)cc2)CC1)Nc1cccc(C(F)(F)F)c1	-9.0	0.6	-1.7	-2.1	-10.1	0.2	2.3	0.5	-6.4
CCCc1cc(=O)n2c(nc3ccccc32)[nH]1	-5.6	3.3	5.8	-2.1	-2.4	-0.4	2.7	-0.2	-14.8
O=C(c1ccccc1)N(Cc1cccnc1)C1(C(=O)Nc2ccccc2)CCCCC1	-1.8	0.5	-1.6	0.7	-2.6	-0.5	2.4	-0.1	6.7
C/C=N/N(c1ccccc1)c1ccccc1	-1.7	-1.4	-3.9	-3.3	-2.3	-1.6	2.6	2.0	-1.7
Cc1ccccc1Nc1nc(CSc2nnnn2-c2ccccc2)cs1	21.0	-20.1	-3.1	-3.9	-8.9	-2.5	3.0	-0.2	-1.4
Cc1csc(NC(=O)CSc2ncnc3c2cnn3-c2ccccc2Cl)n1	1.2	5.7	0.0	3.6	-2.2	2.5	8.4	-0.7	-19.6

SMILES	NPY2 pot ag	eIF4E 4G PPI	Wee1 stabilizer	Ba/F3 V617F tox	S1P4 antag	S1P4 ag	BaF3 tox	PERK inhibitor	MDM2 E3 inh
Cc1nc2ccc(C(=O)O)cc2nc1C	2.9	-5.0	4.7	-3.6	-4.0	0.0	2.0	-0.1	-11.4
Cc1ccc2nc(SCC(=O)Nc3cccc(S(=O)(=O)N(C)C)c3)[nH]c2c1	-0.7	-0.8	8.5	-2.4	-17.3	3.4	1.2	-0.7	-9.1
c1ccc(CNc2nc3ccccc3n2CCN2CCOCC2)nc1	-11.0	-2.1	1.2	0.1	4.5	0.0	6.4	-0.1	-13.2
COc1cc(NC(=O)CN(c2cc(C)cc(C)c2)S(=O)(=O)c2c(C)noc2C)cc(OC)c1	15.6	4.3	1.8	0.6	-7.8	4.5	3.1	-0.5	-10.0
CC(=O)Nc1ccc(OC(=O)c2cc3cc(Br)ccc3oc2=O)cc1	-1.2	6.9	4.3	-0.9	-22.5	-1.2	6.9	0.9	-3.8
O=c1cc(CN2CCN(C/C=C/c3ccccc3)CC2)c2cc(O)c(-c3ccccc3)cc2o1	1.0	2.0[fluorescence artefact?]	-1.0	-1.2	14.8	1.6	2.7	-0.3	-1.6
COc1ccc(NC(=O)c2ccc(NC(=O)CSc3nccc(=O)[nH]3)cc2)cc1	-5.0	-6.6	-3.3	-1.2	-10.1	1.5	-1.9	0.4	x
Cc1cc(NC(=O)C2CCCN2C(=O)Nc2c(C)cccc2C)ccc1-n1cnnn1 (centres undefined)	0.7	2.8	-0.7	-3.4	-6.1	2.2	-0.5	-0.1	-4.8
CCOC(=O)CSc1nnc(-c2cccs2)n1-c1ccccc1	1.1	-2.9	-1.9	-1.7	-8.8	0.0	3.4	0.1	-13.2
COc1ccc(-n2nc3cc(C)c(NC(=O)CC(C)C)cc3n2)cc1	0.5	-3.5[fluorescence artefact?]	-0.7	0.0	-9.3	0.7	8.1	1.5	-10.9
CC1CCC2C(=O)N(c3ccccc3OC(=O)c3ccccc3)C(=O)C2C1 (centres undefined)	-1.8	-1.3	0.7	-4.5	-5.9	2.4	-0.3	1.5	6.5
CCN(CC)c1ccc(NC(=O)c2cnc3ccccn3c2=O)c(C)c1	-1.4	7.6[fluorescence artefact?]	-2.5	2.3	-8.3	1.1	1.6	-0.3	-21.9
CCCCC(CCC(=O)Nc1ccc(C(=O)OCC)cc1)C(=O)O (centres undefined)	-6.8	-0.4	-0.5	-1.7	0.1	1.7	1.3	0.7	-8.5
Cn1c(=O)n(Cc2ccccc2)c(=O)c2c1nc1n2CCS1	0.8	1.4[fluorescence artefact?]	2.7	-1.7	-0.4	-2.2	1.0	-0.2	-2.6
CCOCCCNC(=S)Nc1ccc2nc3n(c(=O)c2c1)CCCCC3	6.3	0.5	-1.4	-1.0	-4.5	0.5	-2.0	0.1	8.5
N#CC1=C2SC=C(c3ccc(Br)cc3)N2CCCC1=O	13.2	-0.3	2.6	0.8	-17.0	2.8	5.2	-0.6	-3.1
CCN(CC)c1ccc(/C=C2\C(=O)N(c3ccc([N+](=O)[O-])cc3)N=C2N2CCOCC2)cc1	16.8	x	-1.4	-1.9	-12.2	-1.8	2.9	0.8	x
CCCCC(=O)Nc1ccc(Br)cc1C(=O)O	-6.2	-2.9	1.9	-1.1	-1.7	-0.3	-1.2	1.3	8.6
Cn1c(Sc2ccc(C(=O)O)cc2[N+](=O)[O-])nnc1-c1ccccc1	8.5	-0.8	2.9	-0.5	-9.1	2.0	6.0	2.1	-3.7
Cc1ccc(C(=O)N2CCN(c3ccccn3)CC2)cc1[N+](=O)[O-]	-24.9	-1.3	-2.2	1.5	-6.0	0.3	0.9	-0.9	-6.4

Next section (2 carried over from the part before).
SMILES	NPY2 pot ag	eIF4E 4G PPI	Wee1 stabilizer	Ba/F3 V617F tox	S1P4 antag	S1P4 ag	BaF3 tox	PERK inhibitor	MDM2 E3 inh
Cn1c(Sc2ccc(C(=O)O)cc2[N+](=O)[O-])nnc1-c1ccccc1	8.5	-0.8	2.9	-0.5	-9.1	2.0	6.0	2.1	-3.7
Cc1ccc(C(=O)N2CCN(c3ccccn3)CC2)cc1[N+](=O)[O-]	-24.9	-1.3	-2.2	1.5	-6.0	0.3	0.9	-0.9	-6.4
NNC(=O)COc1cccc2cccnc12	-6.2	-1.9	0.9	-0.7	-10.2	1.4	-0.2	0.6	12.3
CN1CCN(C(c2cccnc2)c2ccc3cccnc3c2O)CC1 (centres undefined)	-5.7	5.9[fluorescence artefact?]	2.1	14.0	-19.7	0.8	9.8	0.7	7.9
O=c1cc(N2CCN(c3cccc(Cl)c3)CC2)[nH]c(=O)n1C1CCCCC1	3.2	-2.8	-0.1	-2.5	-14.2	2.7	0.6	0.6	-12.2
CC(C)(C)c1ccc(/C([O-])=C(/C(=S)NCc2ccco2)[n+]2ccccc2)cc1	1.1	-16.6	1.6	1.6	15.1	0.9	5.2	0.1	-5.3
Cc1ccc(C)c(NC(=O)CSc2nc3c(oc4ccccc43)c(=O)n2-c2ccccc2)c1	-15.7	2.8	1.9	0.7	2.0	0.8	7.5	-0.4	-8.6
O=C(c1ccc2c(c1)N(Cc1ccccc1)C(=O)c1ccccc1S2)N1CCCC1	28.8	-3.5	0.3	14.2	-16.9	-1.0	7.8	0.5	-17.1
Cn1c(=O)[nH]c(=O)c2c1nc(N/N=C/c1ccncc1)n2Cc1ccc(F)cc1	-17.8	-1.6	-1.8	-2.4	-9.4	0.5	0.6	-0.2	2.0
O=C(O)C1CCCN(C(=O)NCc2ccccc2)C1 (centres undefined)	-0.4	1.2	0.4	-2.2	-1.1	-1.1	4.7	0.9	17.1
COc1ccc2c(c1)[nH]c1c(N3CCN(Cc4ccc5c(c4)OCO5)CC3)ncnc12	-12.9	-2.9	-3.0	40.5*	-26.6	0.9	36.7*	-1.1	-20.7
COc1ccc(OC)c(NC(=O)C2C3C=CC(C3)C2C(=O)NCc2cccnc2)c1 (centres undefined)	2.1	1.3	0.7	-1.5	-15.8	-0.6	5.4	0.3	-9.8
O=C(/C=C/c1ccccc1Cl)NC(=S)Nc1ccccc1C(=O)NC1CCCCC1	6.6	-9.1	-1.6	0.0	1.1	1.8	6.8	1.8	0.6
CCc1nnc(NC(=O)CSc2ccc(-c3nc4ccc(C)cc4[nH]3)cn2)s1	0.1	0.8	0.6	-2.9	6.2	-1.1	-0.2	0.0	-14.7
COc1ccccc1Cn1nnc2c(=O)[nH]c(C3CCN(C(=O)c4ccccc4Cl)CC3)nc21	-17.1	7.6	-0.2	-2.7	-30.5	0.4	1.1	-0.2	-5.7
O=C(NCCc1cccs1)c1ccc(Cl)c(Cl)c1	2.9	2.9	1.5	2.4	-2.7	0.1	3.9	0.8	-0.8
COc1nc(N2CCOCC2)nc(-n2cccc2)n1	2.9	7.8[fluorescence artefact?]	9.2*	-1.0	-9.2	-0.1	2.9	1.3	-15.2
COC(=O)c1cc(NC(=O)CSc2nc(C)cc(=O)[nH]2)cc(C(=O)OC)c1	-10.6	-0.9	-0.1	2.7	-13.5	0.0	5.7	1.2	17.2
CCCN1C(=O)SC(CC(=O)Nc2cccc3ccccc23)C1=O (centres undefined)	-9.6	-2.9	3.5	-0.6	5.8	-1.8	3.6	1.6	-5.1
